Screening results deposited in PubChem by Southern Research Specialized Biocontainment Screening Center.
H37Rv inhibition – M. tuberculosis growth inhibition, HTS (AID 449762); M. tuberculosis H37Rv growth inhibition, 7H9 media; higher % means a stronger effect; 0.59% of 330,000 active; inhibition, % at 25 µM; hits with a dose series show IC50 in µM; in the data active = a potency from the dose series; inconclusive = inhibition above about 70% without an active follow-up result;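 note: bacterial growth assessed after seven days of incubation; strong numbers were not always called active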
tuberculosis growth – growth inhibition of non-replicating M. tuberculosis (AID 488890). Mycobacterium tuberculosis non-replicating, growth inhibition; higher % means a stronger effect. inhibition, % at 25 µM, or IC50 in µM where a hit was titrated. 0.39% of 320,000 active; in the data active = a potency from the dose series; inconclusive = inhibition mostly from about 82% at the one dose, without a potency; inactive = the rest, 99 in 100 with inhibition below about 76%;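 note: plate controls were DMSO cells for no effect and high antibiotic wells for full effect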
PhoP GFP inhibition – PhoP regulon inhibitors, Salmonella typhi PhoP promoter GFP reporter, confirmatory (AID 1850); Salmonella Typhi PhoP-promoter GFP reporter, fluorescence, 4 h; higher % means a stronger effect; inhibition, % at 50 µM; hits with a dose series show IC50 in µM; 0.33% of 310,000 active; in the data active = a potency from the dose series; inconclusive = inhibition mostly from about 25% at the one dose, without a potency; inactive = the rest, 99 in 100 with inhibition below about 19%;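 note: 0% = induced wells with vehicle and 100% = uninduced wells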
influenza NS1A – H1N1 influenza NS1A inhibitors, functional cell based assay (AID 504329); NS1A functional cell-based assay, percent inhibition; higher % means a stronger effect; one-dose inhibition, % at 12.5 µM; IC50 in µM for titrated hits; 0.3% of 340,000 active; in the data active = a potency from the dose series; inconclusive = inhibition above about 27% without an active follow-up result; note: strong numbers were not always called active
VEEV TC-83 Vero – inhibitors of VEEV TC-83 cytopathic effect, confirmation, Vero cells (AID 588727) | Vero cells, VEEV TC-83 cytopathic effect inhibition; higher % means a stronger effect | one-dose inhibition, % at 20 µM; IC50 in µM for titrated hits | 0.13% of 350,000 active; in the data active = a potency from the dose series; inconclusive = inhibition mostly from about 14% at the one dose, without a potency; inactive = the rest, 99 in 100 with inhibition below about 12%; note: strong numbers were not always called active
VEEV TC-83 Vero 10K pilot screen – recorded beside VEEV TC-83 Vero, whose call it bears; inhibition, %; measured here: 10K pilot screen inhibition
* marks the source's active call; other numbers are inactive results; i = inactive; ? = inconclusive; . = no result given.

SMILES | H37Rv inhibition | tuberculosis growth | PhoP GFP inhibition | influenza NS1A | VEEV TC-83 Vero | others
CC(=O)Nc1ccc(NC(=O)C2CCN(C(=O)NC3CCCCC3)CC2)cc1 | -3.7% | -3.9% | 6.1% | -9.1% | 1.5%
COCCCNC(=S)N/N=C/c1ccc2ccccc2c1 | 70.0% | 19.2% | 6.8% | -10.3% | 1.4%
COc1ccc(-n2cc(C(=O)c3ccccc3O)cn2)cc1 | ? | 20.6% | 0.9% | -12.4% | 5.4%
CCOc1ccc(CCNC(=O)CN2C(=O)CCSc3ccccc32)cc1OCC | -0.9% | -9.5% | 14.9% | -3.8% | 0.4%
CN1CCc2c(sc3c2c(=O)n(-c2ccccc2)c2nncn32)C1 | 0.0% | -2.8% | -4.2% | -4.9% | 0.9%
CNC(=O)c1cc(Nc2nnc(C)c3ccccc23)ccc1OC | -2.0% | 0.7% | 4.5% | 0.0% | 2.2%
Cc1ccc(C(=O)c2sc3nc4c(cc3c2N)CCC4)cc1 | -9.1% | -17.5% | 10.7% | 1.3% | 0.9%
CC(C)Oc1cc(C(=O)N2CCC(N3CCCCC3)CC2)ccc1Nc1nnc(Cl)c(Nc2ccccc2S(C)(=O)=O)n1 | . | . | . | 2.1% | 8.9%
CCCNC(=O)c1ccccc1NS(=O)(=O)c1ccc2c(c1)OCCO2 | -3.1% | -5.4% | -7.8% | -26.6% | 3.5%
CCN(Cc1cc2ccccc2[nH]c1=O)C(=O)c1cccnc1 | -4.5% | -2.5% | 1.3% | -3.4% | 5.9%
COC(=O)c1cc(NC(=O)CN2CCc3cc4c(cc3C2)OCCCO4)cc(C(=O)OC)c1 | -8.2% | -11.0% | -10.8% | 9.7% | 6.3%
Cc1ccsc1C(=O)Nc1ccc2c(c1)OCCO2 | 3.5% | 1.0% | -5.3% | -17.4% | i
CCCC(=O)Nc1cc(-c2nn(C)c(=O)c3ccccc23)ccc1N1CCCCC1 | 55.1% | 8.9% | 5.0% | 27.4% | i
Cc1ccc(Sc2ncccc2NC(=O)c2ccccc2Cl)cc1 | -2.5% | 5.8% | 6.5% | . | 0.6%
c1ccc(CC2CCN(c3nc4ccccc4n4nnnc34)CC2)cc1 | 3.8% | 22.3% | -4.4% | 5.2% | 0.8%
O=C(/C=C/c1ccco1)N1CCCC(c2ccccc2)C1 (stereo unspecified) | 11.8% | 77.9% | -6.0% | 6.0% | 0.5%
COc1ccc(N(CC(=O)Nc2ccccc2C(F)(F)F)C2=NC3CS(=O)(=O)CC3S2)cc1 (stereo unspecified) | -14.1% | 17.5% | -4.1% | 6.2% | 1.1%
N#C/C(=C\c1c(F)cccc1Cl)c1nn(-c2ccccc2)c(-n2cccc2)c1C#N | 9.0% | 9.8% | -17.2% | 1.3% | 0.8%
COC(=O)c1ccc(CNC(=O)CSC(C)C(=O)Nc2cc(C)on2)cc1 (stereo unspecified) | -6.0% | -4.4% | . | -17.6% | i
Cn1c2c(c(=O)n(C)c1=O)C(C(F)(F)F)(C(F)(F)F)N=C(CCC1CCCCC1)N2 | 11.6% | 20.2% | -3.8% | -4.6% | 5.6%
CCc1cccc(OCCCn2ccnc2)c1 | -2.3% | i | -3.0% | -9.1% | 1.5%
Cc1ccc(C(=O)CCC(=O)Nc2cc(C)ccn2)cc1 | -5.5% | 41.5% | . | -0.6% | 0.8%
Cc1ccc(S(=O)(=O)NCCC(=O)N2CCC(C(N)=O)CC2)cc1C | -9.7% | -20.1% | -8.0% | 10.4% | i
NC(=O)c1ccccc1OC1CCC1 | -7.0% | -8.7% | 1.7% | . | i
CCn1cc(S(=O)(=O)Nc2ccc3c(c2)OCCO3)cn1 | 1.1% | -1.1% | -7.8% | 1.9% | 0.4%
CCCCN(CC(=O)NC(C)(C)C)C(=O)C(=O)Nc1ccc2c(c1)OCCO2 | 0.0% | -0.7% | -14.5% | 2.6% | 1.5%
CC(=O)N(CCC1(C(C)C)CCOC(C)(C)C1)Cc1ccco1 (stereo unspecified) | -8.3% | 1.1% | 10.9% | -0.7% | i
COc1ccc(C(=O)NCC(=O)Nc2ccc(-c3ccccc3)cc2)cc1 | -2.0% | 0.6% | 4.7% | 4.1% | i
O=S(=O)(c1ccc(Cl)nc1)N1CCCCC1 | -6.2% | -14.3% | 12.1% | 9.5% | i
CC[C@@]1(C(=O)OC)N[C@H](CN(C)C(=O)Nc2ccc(C)cc2)[C@@H]2C(=O)N(Cc3ccccc3)C(=O)[C@@H]21 | 1.9% | 8.2% | . | -8.8% | 0.1%
Cc1cccc(C)c1NC(=O)CCCSc1nc2ccccc2s1 | -5.2% | 14.2% | -3.1% | 4.8% | i
CCC(C)C(=O)N1CCCC(c2nc(-c3cccs3)no2)C1 (stereo unspecified) | -7.4% | -7.3% | -5.9% | 8.2% | 0.7% | VEEV TC-83 Vero 10K pilot screen=0.4
CCCCNC(=O)C(C#N)c1nc2ccccc2nc1N1CCN(Cc2ccc3c(c2)OCO3)CC1 (stereo unspecified) | . | . | . | 18.8% | 0.4%
COc1ccc(C2(NC(C)=O)CCN(C(=O)c3cccs3)CC2)cc1 | -2.6% | 12.7% | -10.2% | 4.5% | 0.6% | VEEV TC-83 Vero 10K pilot screen=0.6
O=C(c1ccco1)N1CCN(CC(=O)N(C2CCCCC2)C2CCS(=O)(=O)C2)CC1 (stereo unspecified) | -8.7% | -7.2% | -4.0% | -2.4% | 1.4%
CCCOc1ccc(CNC(=O)c2ccc3nc(N4CCOCC4)sc3c2)cc1 | -5.5% | 11.1% | 3.2% | 0.9% | 0.1%
C/C(CC(=O)N1CCN(C=O)CC1)=N\NC(=O)c1ccc([N+](=O)[O-])cc1 | 2.5% | 0.4% | -21.1% | -2.2% | 0.5%
Cc1c(CC(=O)N[C@@H](C)C(=O)O)c(=O)oc2c(C)c3occ(-c4ccccc4)c3cc12 | 0.7% | 7.1% | 7.6% | 4.0% | i
O=C(NC(=O)c1ccccc1)Nc1ccccn1 | -7.3% | 11.8% | -8.4% | -10.9% | 1.3%
Cc1cc(Cl)ccc1OCC(=O)N(Cc1ccco1)C1CCS(=O)(=O)C1 (stereo unspecified) | 5.2% | -2.9% | 8.7% | -17.4% | 1.1%

Structural class, the entries above containing a cyano group.
SMILES | H37Rv inhibition | tuberculosis growth | PhoP GFP inhibition | influenza NS1A | VEEV TC-83 Vero | others
N#C/C(=C\c1c(F)cccc1Cl)c1nn(-c2ccccc2)c(-n2cccc2)c1C#N | 9.0% | 9.8% | -17.2% | 1.3% | 0.8%
CCCCNC(=O)C(C#N)c1nc2ccccc2nc1N1CCN(Cc2ccc3c(c2)OCO3)CC1 (stereo unspecified) | . | . | . | 18.8% | 0.4%

Continued.
SMILES | H37Rv inhibition | tuberculosis growth | PhoP GFP inhibition | influenza NS1A | VEEV TC-83 Vero | others
CN(C)CCCN1C(=O)CSC1c1ccccc1 (stereo unspecified) | -5.0% | . | . | 2.1% | i
Cc1ccc(C(C(=O)NCc2ccco2)N(C(=O)CNC(=O)c2cccs2)c2ccc(C)cc2C)cc1 (stereo unspecified) | 4.2% | -7.2% | -3.0% | 4.7% | i
COc1cc(C(=O)O)cc(OC)c1OC | . | . | . | 5.0% | i
CCCCNC(=S)Nc1ccc(Oc2ccccc2)cc1 | ? | ? | 1.1% | -7.1% | i
CCOC(=O)C1=C(C)OC(N)=C(C#N)C1c1ccc(OC)c(C)c1OC (stereo unspecified) | -6.9% | 9.2% | 16.3% | 6.1% | 2.5%
CCOC(=O)Cc1nnc(NC(=O)c2ccco2)s1 | -4.6% | -15.1% | 5.7% | -3.4% | 1.8%
CNCc1c(OCc2ccc(F)cc2)ccc2ccccc12 | 1.6% | 51.0% | 20.5% | -0.2% | 0.1%
Cc1ccc(C(=O)NC(=S)Nn2cnnc2)cc1 | -4.3% | -7.5% | -4.8% | -2.8% | 1.5%
NS(=O)(=O)c1ccc(CCNC(=O)C(=O)Nc2cc3c4c(c2)CC(=O)N4CCC3)cc1 | -9.1% | 1.4% | 2.1% | -0.3% | 2.8%
O=C(NCc1cccc(C(F)(F)F)c1)C1CC(c2ccccc2F)=NO1 (stereo unspecified) | -4.6% | 7.1% | 6.2% | 4.1% | 0.3%
COc1ccc(NC(=O)CN2C(=O)CSc3ncccc32)cc1 | -20.6% | -18.3% | -0.6% | 2.7% | 0.8%
Nc1ncnc2c1ncn2[C@@H]1O[C@H](CNC(=O)[C@@H](N)CO)[C@@H](O)[C@H]1O | . | . | . | -23.9% | 0.7%
CN(C(=O)CSc1nnc(-c2ccc(OC(F)F)cc2)n1N)C1CCS(=O)(=O)C1 (stereo unspecified) | 4.2% | -1.8% | -1.7% | 7.7% | 0.2%
COc1cccc(NC(=O)Nc2cccc(C)n2)c1 | 0.7% | -10.9% | -7.9% | 1.8% | 0.1%
Cc1ccc(S(=O)(=O)N(C)Cc2ccc(C(=O)NN=C(CC(C)C)CC(C)C)cc2)cc1 | -3.1% | 12.4% | 4.0% | -5.8% | 0.1%
CC(C)N1CCN(Cc2nc(-c3ccccc3)cs2)CC1CCO (stereo unspecified) | -5.5% | -1.8% | 1.3% | -5.5% | 0.2%
NS(=O)(=O)c1cccc(NS(=O)(=O)c2ccc(/C=C/C(=O)O)cc2)c1 | -6.8% | -5.5% | -11.7% | 16.9% | i
CCOc1cc(NC(=O)c2ccco2)c(OCC)cc1NC(=O)c1cc(OC)c(OC)c(OC)c1 | 0.6% | 1.5% | 0.7% | -5.7% | 7.6% | VEEV TC-83 Vero 10K pilot screen=8.7
Cc1ccc(S(=O)(=O)N2CCC(C(=O)NCCCN3CCCC3=O)CC2)cc1C | -5.6% | -11.6% | -1.6% | 5.3% | 2.7%
CC(Oc1ccccc1F)C(=O)NCCN1CCCCC1 (stereo unspecified) | -1.8% | -5.7% | -2.4% | -12.5% | i
Cc1ccc(S(=O)(=O)CCC(=O)N(C)c2c(N)n(Cc3ccccc3)c(=O)[nH]c2=O)cc1 | -7.6% | -0.8% | -3.9% | 8.3% | 0.4%
N=c1c2c3c(sc2ncn1CCCN1CCOCC1)CCCCC3 | 0.6% | 23.4% | 6.5% | -9.9% | 1.4%
CC(C(=O)Nc1ccccc1-c1ccccc1)N1CCN(Cc2ccccc2)CC1 (stereo unspecified) | 61.6% | 22.8% | -3.9% | 1.7% | 3.8%
Cc1ccc(NC2=C(Cl)C(=O)OC2OC(C)C)cc1 (stereo unspecified) | 4.4% | 16.2% | 10.8% | 10.1% | 1.2%
O=S(=O)(c1cccc2cccnc12)N1CCCCC1 | 8.7% | 6.4% | -1.9% | 2.7% | i
CC1CN(C(=O)CSc2nnc(-c3ccccc3)o2)CC(C)O1 (stereo unspecified) | -0.4% | 58.5% | -7.5% | -1.6% | 1.1%
Cc1nn(CCS(=O)(=O)c2ccc(Cl)cc2)c(C)c1Br | -7.6% | 0.8% | -3.1% | . | 1.4%
COC(CNC(=O)c1ccc2c3c(onc13)-c1ccccc1C2=O)OC | 1.1% | 2.4µM* | -3.1% | 82.4µM* | i
O=C(/C=C/c1ccc(N2CCOCC2)cc1)c1ccccc1 | 8.6% | 74.4% | -12.4% | -8.2% | 2.5%
CC(=O)c1cccc(NC(=O)/C(=C/c2ccco2)NC(=O)c2ccco2)c1 | -6.5% | -13.2% | -7.3% | -2.6% | 2.0%

The final 3 compounds of the section above open the next one:
SMILES | H37Rv inhibition | tuberculosis growth | PhoP GFP inhibition | influenza NS1A | VEEV TC-83 Vero | others
COC(CNC(=O)c1ccc2c3c(onc13)-c1ccccc1C2=O)OC | 1.1% | 2.4µM* | -3.1% | 82.4µM* | i
O=C(/C=C/c1ccc(N2CCOCC2)cc1)c1ccccc1 | 8.6% | 74.4% | -12.4% | -8.2% | 2.5%
CC(=O)c1cccc(NC(=O)/C(=C/c2ccco2)NC(=O)c2ccco2)c1 | -6.5% | -13.2% | -7.3% | -2.6% | 2.0%
COc1ccc(NC(=O)Nc2ccc(Br)cn2)cc1OC | 7.7% | -2.9% | -0.7% | 5.2% | 4.2%
COc1ccc(C2C(C(=O)c3ccc(C)o3)=C(O)C(=O)N2Cc2ccco2)cc1OC (stereo unspecified) | -5.9% | 0.0% | -2.2% | -6.7% | 0.6%
CC(=O)c1cccc(NC(=O)COC(=O)c2ccccn2)c1 | 0.3% | 16.9% | 1.5% | 8.2% | 2.1%
COc1ccc(OC)c(C(=O)/C=C/c2ccccc2C(F)(F)F)c1 | 12.3% | 27.1% | -2.7% | 7.5% | 8.7%
O=C(CCCN1C(=O)/C(=C/c2ccccc2)SC1=S)Nc1ccc(C(=O)O)c(O)c1 | 2.5% | 6.0% | -7.8% | -1.8% | 3.1%
COc1ccc(C2=NN(C(=O)CSc3nnc(-c4ccccc4F)o3)C(c3ccco3)C2)cc1 (stereo unspecified) | -5.2% | 27.4% | 5.0% | -7.3% | 10.2%

Rows are unselected. Share with any hit: about 1.6%.
